Bioassay records (PubChem)
LAP4 TOR yeast – modulators of TOR pathway LAP4-GFP in S. cerevisiae | S. cerevisiae LAP4-GFP multiplex, flow cytometry GFP, 3 h; median GFP as percent of DMSO wells | GFP response vs DMSO, % at 10 µM | hit rate 0.34% among 320,000 | AID 2023;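 active = GFP response vs DMSO above a set limit, about the screen mean plus 3 SD, cut at about 150% in these data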
proCasp7 act – activates human procaspase-7, counter-screen for procaspase-3 activators. P55210. recombinant procaspase-7, Ac-DEVD-pNA absorbance 405 nm; D23A/D198A/D206A triple mutant, cannot self-cleave; scale: DMSO 0, 5 µM enzyme 100. activation, % at 8.5 µM. hit rate 0.093% among 330,000. AID 463210;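 active = percent activation above the screen-wide mean plus 3 SD, cut at about 25% in these data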
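Replicates: singlicate. Assay system: Procaspase-7 triple mutant (PC-7 D3A). Signal: 405 nm absorbance of p-nitroaniline. Times: 1 h preincubation, 2 h reaction. Buffer or medium: Zinc-free HEPES pH 7.4 with 300 mM NaCl, 0.01% Triton X-100. Also added: DEVD-pNA substrate. Benchmarks: DMSO wells as 0%, DMSO with 5 µM added PC-7 as 100%.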
RPL19A TOR yeast – yeast TOR pathway RPL19A-GFP modulation | percent response vs DMSO, % at 10 µM | hit rate 0.3% among 330,000 | S. cerevisiae RPL19A-GFP strain, flow cytometry, 3 h; active compounds read low | AID 2025;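 active = percent response vs DMSO below 50%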;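 also: median channel GFP fluorescence of the barcoded RPL19A-GFP strain; ratio of sample median GFP to plate DMSO average so 100% = DMSO; lower means less RPL19A-GFP as with rapamycin TOR inhibition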
proCasp3 act – procaspase-3 (human) activation. hit rate 0.11% among 330,000. activation, % at 8.5 µM. P42574. recombinant procaspase-3 D3A, Ac-DEVD-pNA absorbance 405 nm;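 active = activation above the mean of all tested compounds plus 3 SD, cut at about 21% in these data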;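 also: 0% = DMSO alone and 100% = DMSO wells spiked with extra 5 µM PC-3 D3A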
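Assay system: Autoprocessing-dead procaspase-3 D3A mutant enzyme; also added: Ac-DEVD-pNA; doses: one concentration, 8.5 µM nominal, 0.8% DMSO; times: 1 h compound preincubation, 2 h substrate hydrolysis at 25 °C; technique: 405 nm absorbance of p-nitroaniline, reads at 0 and 120 min; measure: % activation between DMSO and enzyme-spiked controls; repeats: single replicate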
ZTA counter – ZTA (EBV) inhibition in EBNA-1 counter-screen. ZTA-DNA binding, fluorescence polarization. inhibition, % at 11 µM. hit rate 0.15% among 320,000. AID 2234; in the data active = inhibition above about 33%
MEP2-GFP yeast – modulators of TOR pathway MEP2-GFP in S. cerevisiae. S. cerevisiae MEP2-GFP strain, flow cytometry GFP, 3 h; 100% = DMSO control level. GFP response vs DMSO, % at 10 µM. hit rate 0.51% among 330,000;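 active = GFP response versus DMSO above a set limit, roughly screen mean plus 3 SD, cut at about 180% in these data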;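 also: median GFP fluorescence of the barcode-gated MEP2-GFP cells per well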
EBNA-1 inhibitor – blocks EBNA-1 binding to DNA. EBNA-1 DNA binding, fluorescence polarization. inhibition, % at 14.8 µM. hit rate 0.34% among 300,000; in the data active = inhibition above about 28%
AHR act – human AHR activation. P35869. AHR-responsive luciferase reporter cells, luminescence. activation, % at 5 µM. hit rate 2.5% among 320,000. AID 2796; in the data active = activation above about 47%;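 also: 0% = vehicle wells and 100% = reference agonist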
Numbers without * were called inactive; / = no result given.

SMILES	LAP4 TOR yeast	proCasp7 act	RPL19A TOR yeast	proCasp3 act	ZTA counter	MEP2-GFP yeast	EBNA-1 inhibitor	AHR act
COc1ccccc1C(=O)NCC(c1ccco1)N1CCc2ccccc21 (stereo unspecified)	97	-4	106	2	-6	108	-13	19
CC1(CCC(=O)N2CCCC(N3CCN(c4ccc(F)cc4)CC3)C2)CC1 (stereo unspecified)	105	2	105	10	-13	102	-5	12
CC(=O)c1ccc(NC(=O)c2cc(CC(C)C)on2)cc1	106	-4	97	-2	0	102	5	-1
COc1ccc(C(C)=O)cc1COC(=O)[C@H](Cc1ccccc1)NC(=O)c1ccco1	91	-3	100	-10	/	103	/	1
CCOC(=O)NC(C(Cl)(Cl)Cl)S(=O)(=O)c1ccccc1 (stereo unspecified)	99	5	95	-4	2	99	2	1
CC1=NN(C(=O)Cn2nc([N+](=O)[O-])c(Br)c2C)C(O)(C(F)(F)F)C1 (stereo unspecified)	102	5	111	-1	-5	109	-2	0
Cn1c(N)c(C(=O)CSc2nnc(C3CC3)n2Cc2ccccc2)c(=O)n(C)c1=O	102	6	99	1	/	101	/	0
COc1ccc(C(=O)CSc2nncn2C)cc1	97	6	95	-5	-10	98	-10	3
N#Cc1ccc(C(=O)NC2CCCc3ccccc32)cc1 (stereo unspecified)	99	-1	99	-2	-14	94	-9	-1
O=C1CCCC(=O)C1=C1SCCS1	99	3	102	4	5	110	-20	2
O=C(Nc1cccc2cccnc12)c1ccc(Br)o1	98	7	102	0	-10	106	3	23
Cc1ccc(C(=O)NCc2ccccn2)cc1Cl	94	-6	104	4	-1	109	-5	1

Compound profiles (already shown). Values in the order: LAP4 TOR yeast	proCasp7 act	RPL19A TOR yeast	proCasp3 act	ZTA counter	MEP2-GFP yeast	EBNA-1 inhibitor	AHR act
N#Cc1ccc(C(=O)NC2CCCc3ccccc32)cc1 (stereo unspecified) is listed as 99	-1	99	-2	-14	94	-9	-1
CC(=O)c1ccc(NC(=O)c2cc(CC(C)C)on2)cc1 is listed as 106	-4	97	-2	0	102	5	-1
Cn1c(N)c(C(=O)CSc2nnc(C3CC3)n2Cc2ccccc2)c(=O)n(C)c1=O is listed as 102	6	99	1	/	101	/	0
CC1=NN(C(=O)Cn2nc([N+](=O)[O-])c(Br)c2C)C(O)(C(F)(F)F)C1 (stereo unspecified) is listed as 102	5	111	-1	-5	109	-2	0
COc1ccc(C(=O)CSc2nncn2C)cc1 is listed as 97	6	95	-5	-10	98	-10	3

More records:
SMILES	LAP4 TOR yeast	proCasp7 act	RPL19A TOR yeast	proCasp3 act	ZTA counter	MEP2-GFP yeast	EBNA-1 inhibitor	AHR act
CCOC(=O)C1CCCN(C(=O)CSc2nnc3nc(C)cc(C)n23)C1 (stereo unspecified)	98	-9	94	7	/	106	/	0
CC1CC(C)CN(C(=O)Cn2ncc3c([nH]c4ccccc43)c2=O)C1 (stereo unspecified)	95	5	94	-3	-4	102	-4	7
COc1ccc(C(=O)COC(=O)c2ccn(C)n2)cc1	93	9	103	11	-10	102	2	-1
Cc1ccc(CNCC2CCCO2)s1 (stereo unspecified)	/	9	94	0	3	101	9	-1
O=C(CSc1nnc(Cc2ccccc2)n1Cc1ccco1)NC1CCCC1	96	4	108	1	6	102	-7	1
Cc1csc(NC(=O)c2ccc(C(=O)Nc3nc(C)cs3)cc2)n1	93	-13	107	2	-8	104	-13	18
CN1C(=O)Cc2cc(S(=O)(=O)Nc3ccc(N4CCOCC4)cc3)ccc21	102	-32	100	2	1	101	-2	-1
O=C(CSc1nccc2ccccc12)N1CCN(c2ccccn2)CC1	94	5	93	12	-8	88	1	8
COc1ccccc1CNC(=O)c1ccc(Br)o1	/	-5	/	-2	-6	/	-2	3
Cc1cc(C)cc(CN2C(=O)NC3(CCCCCC3)C2=O)c1	110	0	104	0	9	104	-5	8
Cc1ccc(Cn2c(C(CO)Nc3nc(-c4ccc(F)cc4)cs3)nc3ccccc32)cc1 (stereo unspecified)	/	8	/	6	-24	/	-2	9
Cc1cc(C)nc(N2CCN(S(=O)(=O)c3ccc(F)cc3)CC2)n1	101	-4	100	0	1	102	-6	0
COC(=O)C1=C(N)OC2=C(C(=O)CCC2)C1c1ccccc1OC (stereo unspecified)	100	-9	102	-14	-3	105	-13	-4
CCC1CCCCN1Cc1ccc(N)cc1 (stereo unspecified)	100	11	109	7	-23	98	-5	2
CCOC(=O)CSc1nnc(CNC(=O)c2ccccc2OC)n1-c1ccc(OC)cc1	98	-3	98	4	5	106	-4	0
Cc1ccccc1CS(=O)(=O)CC1(O)CCN(C(=O)c2cccc(C(F)(F)F)c2)CC1	82	-6	100	0	-7	100	-2	-2
O=C(c1ccc(C(F)(F)F)cc1)C1CCCN(C(=O)c2cnccn2)C1 (stereo unspecified)	107	2	102	11	12	105	2	4
CN1CCN(c2ccc(NC(=O)c3cc(S(N)(=O)=O)ccc3N3CCOCC3)cc2)CC1	114	-7	109	0	-2	116	/	2
COc1ccc(C(=O)c2ccc([N+](=O)[O-])cc2Cl)cc1	118	4	91	-3	-12	101	-18	3
CCN(CCO)c1cc(Cl)nc(SC)n1	101	2	100	0	-11	108	10	1
COc1ccc(C(=O)NCc2ccccn2)cc1	97	-2	100	-3	-13	103	-25	5
CC(=O)NCc1nc2ccccc2n1Cc1ccccc1F	105	10	98	-3	5	101	2	2
O=C(NCC(=O)N(c1ccccc1)C(C(=O)NC1CCCCC1)c1cccnc1)c1ccco1 (stereo unspecified)	102	-2	103	-2	2	104	7	-1
CC1CCCCC1NC(=O)CCCCn1c(=O)[nH]c2ccsc2c1=O (stereo unspecified)	92	0	98	-1	19	99	12	-2

Part of the list above, with values under each structure:
Fields – LAP4 TOR yeast	proCasp7 act	RPL19A TOR yeast	proCasp3 act	ZTA counter	MEP2-GFP yeast	EBNA-1 inhibitor	AHR act
- O=C(CSc1nnc(Cc2ccccc2)n1Cc1ccco1)NC1CCCC1
 : 96	4	108	1	6	102	-7	1
- Cc1ccc(CNCC2CCCO2)s1 (stereo unspecified)
 : /	9	94	0	3	101	9	-1
- COc1ccc(C(=O)CSc2nncn2C)cc1
 : 97	6	95	-5	-10	98	-10	3

Next records.
SMILES	LAP4 TOR yeast	proCasp7 act	RPL19A TOR yeast	proCasp3 act	ZTA counter	MEP2-GFP yeast	EBNA-1 inhibitor	AHR act
Clc1ccc(-c2cccs2)nn1	92	-9	105	7	6	106	8	-3
O=c1[nH]c(NCCO)nc2ncn(Cc3ccccc3)c12	102	1	97	-1	6	97	4	-4
C=CCSc1nnc2c(n1)-c1cccc3cccc-2c13	104	3	102	-6	3	92	4	57*
CN1CCC(N(C)C(=O)c2cc(-c3ccccc3Cl)nc3ccccc23)CC1	98	8	94	15	-1	92	/	2
CC(=O)NCC(=O)NC1CCCc2c1cnn2-c1ccc(C(C)(C)C)cc1 (stereo unspecified)	93	-12	100	5	0	105	4	2
Cc1cccc(NS(=O)(=O)c2c(C)n[nH]c2C)c1	100	7	105	-1	2	105	0	7
COc1ccc(SCC(=O)c2cc(C)c(OC(=S)N(C)C)c(C)c2)cc1	106	-9	97	0	3	91	-8	-2
O=C(Nc1ccccc1)Nc1ccc(F)c([N+](=O)[O-])c1	91	1	101	-3	-14	91	4	11
CCOC(=O)C1(C(F)(F)F)N=C(c2cccnc2)OC(N2CCCCC2)=N1 (stereo unspecified)	88	-11	100	6	5	97	-4	1
CCOC(=O)c1nnn(-c2nonc2N)c1COc1cc(C)c(Cl)c(C)c1	106	6	99	-4	9	104	-10	1
CCCCCC(C)NC(=O)c1ccoc1C (stereo unspecified)	108	-3	100	-3	-1	106	5	5
CCOC(=O)c1oc2ccccc2c1CN1CCN(C(=O)c2ccccc2)CC1	99	3	97	5	20	99	14	1
Cc1cc(NC(=O)CCC(=O)N(Cc2ccccc2)C2(C(=O)NC3CCCCC3)CCCC2)no1	97	3	94	-1	-9	97	-5	1
COc1ccc(NC(=S)Nc2ccccc2)cn1	94	-12	99	-18	5	100	2	-1
O=C(CSc1nc2ccccc2s1)NCCCN1CCOCC1	97	6	101	-6	-2	102	8	6
NC(=O)c1ccc[n+](CC(=O)c2ccccc2)c1	120	-2	97	-15	-21	101	0	4
O=C1c2cccc(OCC(=O)N3CCCc4ccccc43)c2CCN1Cc1ccccc1	85	10	98	-5	1	104	-2	0
COc1ccccc1C(=O)Nc1ccc(S(=O)(=O)N(C)c2ccccc2)cc1	107	-2	97	-3	-9	97	2	-2
COc1ccc(NC(=O)c2ccccc2[N+](=O)[O-])cc1OC	94	-4	110	-2	-9	109	-3	2
O=C(C(Cc1ccccc1)n1cccc1)N1CCN(C2CCCCC2)CC1 (stereo unspecified)	101	-1	98	-7	14	97	5	3
Fc1ccccc1/C=N/Nc1nc(-c2ccccn2)nc2ccccc12	116	3	95	-2	6	101	-16	22
c1ccc(C[n+]2csc3ccccc32)cc1	112	-25	97	-21	4	102	7	5
CN1CCN(c2ccccc2NC(=O)c2ccc(-c3ccc(Br)cc3)o2)CC1	89	1	104	3	2	108	0	13
CC(=O)Nc1ccc(NC(=O)Cn2c(=O)n(-c3ccc(F)cc3)c(=O)c3oc4ccccc4c32)cc1	101	7	101	-1	-8	103	-6	-4
CCc1cc2c(=O)c(-c3nc4ccccc4n3C)c(COCC(=O)O)oc2cc1OC(=O)C(C)(C)C	97	-18	99	-6	2	102	3	26
Cc1ccc(OCCC(=O)OCC(=O)Nc2ccc(N3CCOCC3)cc2)cc1	108	-1	95	3	-2	97	-16	4
O=C(Nc1nc(-c2ccccn2)cs1)c1cc(S(=O)(=O)N2CCOCC2)ccc1F	105	-3	97	-4	1	98	/	7
CCn1c(CSc2nccn2C)nc2cc(C(=O)O)ccc21	86	1	92	-1	38*	93	4	2
CNC(=O)C1CCCN1S(=O)(=O)c1ccc(OC)cc1 (stereo unspecified)	98	6	100	-2	-17	98	-7	2
Cc1cccc(C)c1NC(=O)COC(=O)/C=C/c1ccc(S(=O)(=O)N2CCOCC2)cc1	100	-6	99	6	/	101	/	0
C=CCn1c(-c2cc3c(s2)CCC(CC)C3)n[nH]c1=S (stereo unspecified)	105	-12	98	-3	6	99	3	8
COc1ccc(-c2noc(C(C)n3nc(C)c([N+](=O)[O-])c3C)n2)cc1OC (stereo unspecified)	100	12	97	-8	1	98	0	1
C/C=C1\COC(C(=O)NCCN2CCCC2)(C(F)(F)F)C=C1C=C1CCCCC1 (stereo unspecified)	97	-3	104	2	-9	108	6	0
CCOC(=O)N1CCN=C1SCc1ccc(C(F)(F)F)cc1	94	-1	100	1	12	94	15	0
N/C(=N\OC(=O)CCc1ccccc1)c1ccccc1Cl	89	-3	107	2	4	111	-3	-1
CC(C)Nc1nnc(SCC(=O)Nc2ccc3c(c2)C(=O)c2ccccc2C3=O)s1	94	0	93	-2	-5	95	-5	38
COc1ccc(-c2nc(SC)n(S(=O)(=O)c3ccccc3)n2)cc1	111	-4	100	-7	1	99	4	10
O=C1Nc2ccccc2/C1=C/c1ccc([N+](=O)[O-])cc1	127	-6	108	6	0	96	8	0
CC1(C)CC(=O)C(C=NCCc2ccc(O)cc2)=C(O)C1	95	2	95	-7	-14	95	2	-1
COc1ccc(S(=O)(=O)CCC(=O)NC2CCCCC2)cc1	103	-3	106	-5	-10	99	-1	7
CNC(=O)c1ccc(NC(=O)c2cccc(C(F)(F)F)c2)cc1	102	12	89	-2	-11	142	1	4
Cc1ccc(C(=O)CCC(=O)Nc2cccnc2)cc1C	102	9	97	6	1	105	2	6
